NR1D1 modulator – Rev-erb alpha (human) modulation. Rev-erbα–FITC-DNA binding, fluorescence polarization, 90 min. activity, % at 10 µM. 370,000 tested, 0.79% active;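 active means activity above about 14%, limit read from the data; passing the limit was not always enough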;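 further: 0% = DMSO wells with 35 nM protein and 100% = DMSO wells with 750 nM protein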
DAX1 inh-1 – inhibitors of human orphan nuclear receptor DAX1 (NR0B1); P51843; HEK293 Gal4-DAX1 luciferase reporter, luminescence; inhibition, % at 6.75 µM; 340,000 tested, 0.99% active; AID 504766;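 active means inhibition above the mean over all tested compounds plus 3 SD, cut at about 4.2% in these data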;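 further: 0% = DAX1-transfected cells with DMSO and 100% = empty-vector control cells with DMSO; inhibition shows as a rise in luminescence from relieved DAX1 repression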
Target sequence (P51843 207-470 limits assumed): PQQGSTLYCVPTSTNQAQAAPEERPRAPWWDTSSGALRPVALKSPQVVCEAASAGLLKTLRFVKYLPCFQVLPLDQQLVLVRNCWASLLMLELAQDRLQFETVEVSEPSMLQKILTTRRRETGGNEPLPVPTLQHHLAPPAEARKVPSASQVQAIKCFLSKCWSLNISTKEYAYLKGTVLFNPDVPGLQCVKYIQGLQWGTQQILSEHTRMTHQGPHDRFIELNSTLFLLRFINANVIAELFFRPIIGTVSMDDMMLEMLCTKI
hgDAF12 agonist – hgDAF-12 agonism, primary luciferase screen. HEK293 GAL4-hgDAF12 UAS-luciferase reporter, agonist luminescence; normalized to butyrate control. 370,000 tested, 1.8% active. activation, % at 6.8 µM;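 active means activation above a cutoff set at the mean of all screened compounds plus 3 SD, cut at about 10% in these data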;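 further: 0% = DMSO wells and 100% = sodium butyrate wells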
ssDAF12 agonist – activators of S. stercoralis DAF-12 nuclear receptor; HEK293 ssDAF-12/GRIP1 lit1-tk-luc reporter, luminescence; % of 3 µM dafachronic acid response; activation, % at 6.8 µM; 370,000 tested, 1% active; AID 652126;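 active means activation above the mean over all tested compounds plus 3 SD, cut at about 0.9% in these data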;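 further: 0% = DMSO-only wells and 100% = 3 µM delta7-dafachronic acid wells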
PLC-gamma1 inh – inhibitors of human phospholipase C gamma1 | 370,000 tested, 0.84% active | P19174 | purified PLC-gamma1, fluorogenic substrate, fluorescence | inhibition, % at 12.2 µM; in the data active means inhibition above about 9.5%
DAX1 inh-2 – inhibitors of DAX1 repression of SF-1 activated StAR promoter; HEK293T StAR-luciferase reporter, SF-1/DAX-1 repression relief; inhibition, % at 6.8 µM; 370,000 tested, 1.1% active; AID 652010;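 active means inhibition above the mean over all tested compounds plus 3 SD, cut at about 3.6% in these data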;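 further: 0% = DAX-1 cells with DMSO and 100% = cells lacking DAX-1 with DMSO; higher inhibition means more luminescence from relief of DAX-1 repression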
MBD2 inh – blocks human MBD2 binding to methylated DNA | TR-FRET, MBD2 binding to methylated oligonucleotide | 370,000 tested, 0.31% active | inhibition, % at 4.4 µM | Q9UBB5; in the data active means inhibition above about 13%
Target sequence (Q9UBB5 whole entry, looked up): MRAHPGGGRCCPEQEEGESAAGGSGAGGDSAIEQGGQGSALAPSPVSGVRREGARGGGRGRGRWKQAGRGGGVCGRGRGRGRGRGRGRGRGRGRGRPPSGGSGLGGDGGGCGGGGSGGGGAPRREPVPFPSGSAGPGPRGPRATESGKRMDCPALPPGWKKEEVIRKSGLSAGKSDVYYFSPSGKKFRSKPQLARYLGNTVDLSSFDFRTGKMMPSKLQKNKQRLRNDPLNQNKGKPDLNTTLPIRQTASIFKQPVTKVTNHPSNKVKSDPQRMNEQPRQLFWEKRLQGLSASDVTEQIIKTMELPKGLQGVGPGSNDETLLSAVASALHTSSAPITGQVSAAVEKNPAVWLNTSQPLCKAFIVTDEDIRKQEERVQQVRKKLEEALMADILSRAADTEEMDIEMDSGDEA
SMARCA2 act – SMARCA2 function activation, primary screen. MG213 cells, MMTV-luciferase reporter, dexamethasone, overnight. activation, % at 9.1 µM. 370,000 tested, 1% active; in the data active means activation above about 7.8%;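 further: 0% = vehicle wells and 100% = reference activator wells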
hcDAF-12 act – H. contortus DAF-12 activation, primary screen | HEK293 hcDAF-12 lit1-tk-luc reporter, luminescence; 0% DMSO, 100% Δ7-dafachronic acid | activation, % at 6.8 µM | 370,000 tested, 1.4% active | AID 652067;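 active means activation above the mean of all tested compounds plus 3 SD, cut at about 5.5% in these data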;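 further: 100% = response to 3 µM Δ7-dafachronic acid high control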
PLCb3 inh – PLC-beta3 (human) inhibition, primary screen; Purified PLC-beta3, fluorogenic substrate, fluorescence; AID 720704; 370,000 tested, 0.18% active; Q01970; inhibition, % at 12.2 µM; in the data active means inhibition above about 11%;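 further: 0% = median of compound wells on plate and 100% = full blocker control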
ADAM17 inh – ADAM17 inhibition, QFRET primary screen. recombinant ADAM17, EDANS/DABCYL FRET peptide cleavage. inhibition, % at 6.95 µM. 370,000 tested, 0.83% active. AID 720648;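 active means inhibition above the mean of compounds lying between control limits plus 3 SD, set per campaign, cut at about 8.5% in these data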;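 further: 0% = DMSO-only wells as the low control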
* marks the source's active call; other numbers are inactive results; i = inactive; x = not tested or not shown.

SMILES	SMARCA2 act	NR1D1 modulator	ssDAF12 agonist	DAX1 inh-2	ADAM17 inh	MBD2 inh	hcDAF-12 act	hgDAF12 agonist	PLC-gamma1 inh	PLCb3 inh	DAX1 inh-1
Cc1ccc(Cn2cc(CN3CC(N4CCCC4)CS3(=O)=O)nn2)cc1 (stereo not drawn)	-2.4	-5.0	-1.2	2.6	0.2	0.0	-0.3	0.8	0.4	2.3	x
Cc1ccc(C(C)(C)NC(=O)C2CCC(=O)N(C3CCCCCC3)C2)cc1 (stereo not drawn)	4.6	5.6	-0.3	2.8	-1.0	0.0	6.0*	13.4*	-2.5	-5.6	1.1
C=Cc1ccc(CN2CCCN(Cc3ccc(F)cc3)S2(=O)=O)cc1	1.0	2.8	-1.5	0.0	6.5	3.2	0.0	-0.1	2.0	-1.3	0.4
COc1ccc(OC)c(-n2c(O)cnc2Nc2nc(C)cc(C)n2)c1	-1.4	-0.3	-0.5	-0.1	2.4	3.1	-0.9	2.3	2.5	2.2	-1.1
CCOc1ccc(NC(=O)OCCN2CCN(CCc3ccccc3)C(C)C2)cc1 (stereo not drawn)	-3.9	-8.5	-0.9	-3.0	-2.7	0.5	-2.9	-1.9	2.9	5.2	-0.7
Cc1nc2cc(Oc3nc(NCCN(C)C)nc4ccsc34)ccc2s1	-2.6	6.5	-0.3	0.9	-0.5	3.7	1.4	1.6	1.4	1.0	x
CCC(=NCc1ccccc1)c1c(C(F)(F)F)[nH]n(-c2nc3ccccc3s2)c1=O	1.9	-3.4	-1.1	0.9	-3.9	1.8	0.3	4.1	-6.0	-0.4	-0.6
COc1cc(/C=C(\C#N)c2ccccn2)cc(OC)c1O	1.6	3.0	-1.5	-0.2	-0.1	-12.1	-0.3	-0.9	-87.9	-125.6	1.3
CCc1ccc(OCc2nnc(SCCN3CCOCC3)n2C)cc1	-3.7	2.3	-1.0	-0.1	-6.0	0.0	-0.5	2.5	-0.6	-1.3	0.7
COc1ccc(/C=C(/NC(=O)c2cccs2)C(=O)NCc2ccco2)cc1OC	-2.1	-3.1	-0.7	-0.1	4.1	-7.1	-0.7	-0.2	2.6	0.1	0.5
Cc1nc(SCC(=O)Nc2ccc3c(c2)OCCO3)c2oc3ccccc3c2n1	-0.1	294.1*	-1.1	-0.3	-0.1	-3.1	-0.9	-0.2	-1.2	1.3	0.0
O=C(O)c1cc(N/N=C/c2ccc3c(c2)OCCO3)ccc1Cl	7.7	-0.6	0.3	4.6*	-0.9	-5.0	3.0	16.6*	-5.4	-6.1	-3.8
CC(=O)c1cccc(NC(=O)C2(C)Cc3c(-c4cccc(C(N)=O)c4)ccnc3O2)c1 (stereo not drawn)	-3.7	-5.7	-0.6	-2.5	-0.5	-2.3	-0.1	3.0	-0.5	1.9	x
COc1ccc(Cc2nc3ccc(C(=O)N(C)Cc4nccn4C)cc3o2)cc1	-3.1	2.6	-0.9	-1.3	4.2	-2.1	0.3	0.8	1.4	-5.3	1.0
C=C(C)COc1ccc(-c2ncncc2Oc2ccc(OC)cc2)c(O)c1	0.2	-3.0	-1.0	0.1	-2.7	2.7	-1.1	0.8	-2.4	-8.7	-0.4
O=S(=O)(/N=C(\c1ccccc1F)N1CCCCC1)c1ccccc1	-2.9	-0.8	-1.0	0.5	-4.0	3.9	-2.3	-1.9	-3.3	-0.6	-1.3
Cc1ccc2c(c1)C1CN(C)CCC1N2C(=S)NC(=O)c1ccc(Cl)cc1Cl (stereo not drawn)	-0.7	-2.1	-1.4	0.5	-3.5	2.8	-0.5	1.7	-3.1	-5.0	0.6
O=C(NC1CCCCC1)N1CCN(Cc2ccco2)CC1	1.6	-0.6	-0.8	-0.3	-1.1	1.2	-0.4	0.6	1.0	0.9	-0.9
CN1CCN2c3ncccc3Cc3ccccc3C2C1 (stereo not drawn)	-4.9	-0.7	-1.1	-0.8	-1.6	1.8	-0.3	-0.9	1.6	-0.2	-0.9
COc1ccccc1C(=O)NNC(=O)c1ccccc1	7.6	2.1	1.0*	2.1	0.0	2.7	10.3*	7.0	2.0	-5.2	6.0*
CCOC(=O)CCCCCC(=O)Nc1ccc2c(c1)C(=O)N([C@H](C)CO)C[C@@H](C)[C@@H](CN(C)S(=O)(=O)c1ccc(C)cc1)OCCCC[C@H](C)O2	-1.7	1.4	-0.7	-1.0	1.9	3.9	-0.1	-0.7	0.2	-0.1	x
CC(OC(=O)C1CCN(S(=O)(=O)c2ccc(Cl)cc2)CC1)C(=O)N1CCc2ccccc21 (stereo not drawn)	-0.9	-6.4	-0.9	0.2	-6.3	3.7	0.2	0.9	-2.5	0.8	0.5
NC(=O)c1cc(S(=O)(=O)N2CCN(c3cccc(Cl)c3)CC2)cs1	0.4	-6.1	-0.9	-2.4	2.3	2.8	-2.3	0.5	-1.4	2.5	0.8
Cc1cccc2nnc(-c3ccccc3)n12	-3.8	-3.1	-1.0	0.8	1.0	-3.3	0.5	-0.5	0.8	0.6	0.3
Cc1c([N+](=O)[O-])cc(C(=O)Nc2ccc(Cc3ccncc3)cc2)cc1[N+](=O)[O-]	-4.3	8.3	-1.5	-1.5	-1.2	3.4	-0.5	1.8	3.3	0.2	-1.9
O=C(CSC(=S)N1CCCC1)c1ccccc1	3.4	0.5	0.3	9.6*	-3.2	-2.1	4.3	18.4*	0.1	-7.1	-1.1
CCCN(CCC)S(=O)(=O)c1ccc(C(=O)NCc2ccco2)cc1	-2.3	3.0	-1.5	-0.7	-3.7	-6.0	-1.5	-0.2	-1.7	-5.6	0.8
CCCn1c(CN2CCN(C(=O)OCC)CC2)nc2cc(NC(=O)C(C)C)ccc21	0.1	3.3	-1.4	-0.4	-0.1	4.6	-1.8	1.0	-3.4	-3.0	-1.0
COc1ccc2c3c([nH]c2c1)C1CC2C(CC(O)C(OC)C2C(=O)O)CN1CC3 (stereo not drawn)	0.0	-7.0	-0.9	0.0	-39.4	1.6	7.0*	2.8	-203.4	-285.0	2.1
Cc1ccc(Oc2ccc(-c3nc(N)nc(N)n3)cc2)cc1	0.5	-0.9	-0.8	-0.3	2.2	0.5	-0.9	0.7	-1.4	-4.2	-0.5
O=C(CN1C(=O)CSC1=O)NC1CCCCC1	-3.3	3.4	-1.1	-0.2	-2.5	-2.7	-1.1	1.8	1.4	-1.1	2.5
N#Cc1ccccc1OCC(O)CS(=O)(=O)c1ccccc1 (stereo not drawn)	-0.3	3.1	-1.5	-0.5	-1.2	-4.9	-1.4	0.1	0.9	1.0	3.1
Cn1cncc1C(=O)c1ccccc1	-1.3	-4.4	1.1*	-0.6	-1.2	-2.7	1.7	0.4	5.4	-0.7	2.1
O=C(CCn1c(=O)c2cccn2c2ccc(F)cc21)NCCc1ccccc1	0.6	0.7	-1.2	-0.5	2.5	-5.4	-2.2	0.4	1.2	1.1	0.0
O=C(N/N=C/c1cc(Br)c(O)c(Br)c1O)c1ccc2c(c1)OCCO2	-1.6	-8.9	-1.0	-0.5	-24.7	-6.2	0.1	1.2	-74.9	-102.5	0.5
COC(=O)c1ccc(C(=O)OC)c(NC(=O)CSc2nc(-c3ccco3)cc(C(F)(F)F)n2)c1	1.8	4.0	-0.6	0.5	-5.4	-1.7	-0.5	2.0	-1.7	-6.0	1.3
N#Cc1ccc(S(=O)(=O)N2CCC(N3CCCCC3)CC2)cc1	-0.5	9.4	-0.7	1.1	1.3	-3.2	0.8	5.0	0.3	-3.2	-1.2
CC1NC(=O)c2ccccc2-n2c1nc1cc(F)ccc1c2=O (stereo not drawn)	-0.6	1.3	-1.0	0.5	7.2	-1.9	0.5	-2.1	8.8	2.3	x
CCOC(=O)c1c(C)c(C(=O)NCc2cccnc2)c(C)n1CC	-0.6	-1.6	-1.9	-1.7	-1.9	-0.6	0.1	-2.1	1.1	3.2	-0.2
Cc1ccc2nc(NCCCO)nc(-c3ccccc3)c2c1	-2.8	1.8	-1.8	-1.5	-205.4	-0.2	-1.9	-0.7	i	i	0.8
COc1ccc(S(=O)(=O)Nc2ccc3c(c2)C(=O)N([C@H](C)CO)C[C@H](C)[C@H](CN(C)Cc2ccc(C(=O)O)cc2)O3)cc1	-1.1	-8.3	-0.9	0.5	2.2	-3.2	-0.8	-0.8	-0.3	-1.0	0.0
CCOC(=O)C1=C(C)Nc2nc(SCC)[nH]c(=O)c2C1c1ccncc1 (stereo not drawn)	-3.1	-4.3	-1.1	-0.6	-4.8	1.5	-2.1	0.4	-7.2	-8.1	-0.9
CC1=C(C(=O)OCc2ccccc2)C(c2ccc(C(F)(F)F)cc2)NC(=O)N1CCCCCC(=O)O (stereo not drawn)	-0.9	1.3	-1.1	0.8	-2.4	-2.2	-2.2	-1.6	2.0	-2.4	0.1
CCC(C)NC(=O)C1CCC(=O)N1Cc1ccc(C)cc1 (stereo not drawn)	0.3	-1.5	-1.0	-0.3	-0.5	-4.2	1.1	-1.6	-1.7	-0.2	1.3
Cc1ccsc1-c1nc(CN2CCN(C)C(=O)[C@@H]2C)c(C)o1	1.1	-1.8	-0.2	-0.7	-0.3	1.9	-1.0	-0.5	-7.2	-5.9	1.0
COc1cccc(Nc2nnc(SCC3CCCCO3)s2)c1 (stereo not drawn)	2.4	-0.3	-0.3	0.9	5.8	0.4	0.0	6.2	-0.4	-1.2	0.2

Bioassay records: PubChem BioAssay, several laboratories
